CXXC DNA block – blocks binding of human MLL CXXC domain to DNA; Q03164; MLL-CXXC / FITC-HOXA9 DNA fluorescence polarization; Potency, µM (doses to about 115 µM), for inactives: at the highest dose activity change, negative = inhibition, actives largely listed as inhibitors; 290,000 tested, 0.037% active; AID 2662; active = well fitted inhibition curve with a large enough effect in the polarisation, with a control signal flat, not every such curve was filed as active; inconclusive = small, poorly fitted or top-dose-only effect, or effect the other way, or a change in a side signal; inactive = no such curve, though single readings can be large or run the other way; the % refers to the polarisation; also: potency is read from the fitted curve at half-maximal effect
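Fluorescence polarization: 7 uM MLL-CXXC (stock) preincubated 5 min with compounds, then 50 nM fluorescein-HOX-A9 DNA (stock) added; 30 min ambient. Buffer 50 mM Tris-HCl pH 7.5, 50 mM NaCl, 1 mM DTT, 0.05% BSA.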
TSHR antag – blocks TSH signaling through the human TSH receptor. P16473. TSHR-expressing cells, TSH-stimulated cAMP HTRF, 2 h; hits give low values. activity change, negative = inhibition, % at 11.5 µM. 330,000 tested, 0.2% active. AID 504810;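 active = activity change below a set negative limit, meaning inhibition stronger than a set level, cut at about -70% in these data; inconclusive = activity change between two set negative limits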; also: % is scaled to controls: 0 for no effect and ±100 for the full control effect
Target sequence (P16473 whole entry, looked up): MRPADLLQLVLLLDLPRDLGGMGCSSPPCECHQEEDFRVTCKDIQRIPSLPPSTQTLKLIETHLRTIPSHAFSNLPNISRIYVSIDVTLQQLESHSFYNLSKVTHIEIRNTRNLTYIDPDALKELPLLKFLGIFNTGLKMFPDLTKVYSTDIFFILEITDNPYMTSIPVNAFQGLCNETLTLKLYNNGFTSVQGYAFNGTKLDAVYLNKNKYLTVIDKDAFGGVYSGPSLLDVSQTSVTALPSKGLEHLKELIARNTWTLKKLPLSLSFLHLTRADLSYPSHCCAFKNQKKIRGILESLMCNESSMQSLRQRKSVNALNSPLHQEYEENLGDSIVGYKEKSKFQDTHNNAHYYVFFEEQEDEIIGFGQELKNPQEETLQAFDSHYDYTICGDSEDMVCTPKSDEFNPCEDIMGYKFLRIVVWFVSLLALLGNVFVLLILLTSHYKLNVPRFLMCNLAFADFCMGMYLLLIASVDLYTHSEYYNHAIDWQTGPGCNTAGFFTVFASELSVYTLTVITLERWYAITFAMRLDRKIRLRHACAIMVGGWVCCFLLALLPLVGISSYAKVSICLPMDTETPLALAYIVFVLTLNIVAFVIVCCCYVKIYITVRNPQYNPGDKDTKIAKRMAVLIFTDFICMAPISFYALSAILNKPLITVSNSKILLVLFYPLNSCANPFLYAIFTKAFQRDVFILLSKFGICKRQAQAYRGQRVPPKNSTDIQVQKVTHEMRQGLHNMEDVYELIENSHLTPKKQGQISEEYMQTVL
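TSHR-expressing cells were treated with compounds, then stimulated with TSH at EC80 (4nM final) for 2 hours at 37 deg C. Cellular cAMP was measured by HTRF competition between lysate cAMP and cAMP-d2 for a cryptate-labelled anti-cAMP antibody.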
Chronic BCR inh – blocks chronic active B-cell receptor signaling | ABC-DLBCL IkBa-CBG/CBR reporter, luminescence ratio, 4 h | Potency, µM (series often up to 46.1 µM), without a hit: at the highest dose ratio change, negative = lower green/red ratio, actives largely listed as inhibitors | 340,000 tested, 0.05% active | AID 493014; active = well fitted inhibition curve with a large enough effect in the signal ratio, with a control signal flat, not every such curve was filed as active; inconclusive = small, poorly fitted or top-dose-only effect, or effect the other way, or a change in a side signal; the % refers to the signal ratio;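 also: potency is read from the fitted curve at half-maximal effect; plate controls were basal doxycycline-induced cells for no effect and cells given 10 µM MG132 for full effect; MG132 reads +100%, hits lower the ratio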
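Concentration-response series (up to 46 uM) were applied to TMD8 dual-reporter cells for 4 h at 37C with doxycycline. Green/red ratio, after filter-overlap correction, defined %Activity; red signal alone was normalised to basal cells and zero luminescence.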
Tb PFK block – blocks T. brucei phosphofructokinase; O15648; T. brucei PFK, ADP-Glo luminescence; Potency, µM (highest dose often 57.5 µM), for the others: at the top dose activity, negative = inhibition, hits mostly inhibitors; 330,000 tested, 0.17% active; AID 485367;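 also: potency is read from the fitted curve at half-maximal effect; 0% = uninhibited 1x PFK enzyme wells and -100% = no-enzyme wells; nearly all actives have a fitted effect of over 60% in size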
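Compounds were pin-transferred as a titration series up to 57 uM into substrate buffer (0.5 mM F6P, 0.1 mM ATP, pH 8.0), then 1.25 nM PFK was added and reactions ran 45 min before ADP-Glo detection.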
TCR activator – activators of T cell receptors | 330,000 tested, under 10 active | Potency, µM (highest dose often 9.22 µM), inactives show at the highest dose activation of IL-2 secretion, most hits filed as activators | primary human leukocytes, anti-CD3, IL-2 HTRF, 48 h | AID 504894; also: % of control where 0% means no effect
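IL-2 release read by HTRF sandwich (Eu cryptate donor, d2 acceptor, 665 nm emission) after 48 hr exposure of primary human leukocytes to compound together with anti-CD3 beads in the absence of co-stimulatory signals.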
AT treatment – potential ataxia-telangiectasia treatments restoring KAP-1 phosphorylation; […] A-T fibroblasts, KAP-1 phosphorylation AlphaLISA; neocarzinostatin DNA damage 30 min before lysis; Potency, µM (titrated, usually from 57.5 µM), without a hit: at the highest dose activation, hits mostly activators; 320,000 tested, 0.19% active; AID 485349; also: potency is read from the fitted curve at half-maximal effect; % of control where 0% means no effect; nearly all actives have a fitted effect of over 45% in size
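hTERT-immortalized A-T patient fibroblasts ([…]), 500 cells/well in OPTI-MEM, 1% FBS, got compounds for 60 min, then NCS for 30 min at 37C. Lysates were then assayed for phospho-KAP-1 by AlphaLISA (anti-pKAP1 donor, anti-KAP1 acceptor beads), 6 hr at 25C.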
GALK inh – inhibitors of human galactokinase | 270,000 tested, 0.007% active | AID 1868 | Potency, µM (doses to about 57.5 µM), for the others: top-dose activity change, negative = inhibition, actives largely listed as inhibitors | Purified GALK, Kinase-Glo residual ATP luminescence; also: potency is read from the fitted curve at half-maximal effect; % is scaled to controls: 0 for no effect and ±100 for the full control effect
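GALK at 5 nM final was combined with compound, 35 uM ATP and 100 uM galactose in HEPES pH8.0 with MgCl2 and DTT. The reaction ran one hour at room temperature before luminescent ATP detection.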
Coupling enz – counter-screen for Giardia aldolase inhibitors: coupling enzyme system; AID 2472; coupling enzyme system counterscreen, AmpLite Red fluorescence; activity change, negative = inhibition, % at 58.2 µM, hits read low; 290,000 tested, 0.67% active; in the data active = activity change below about -30%; also: % is scaled to controls: 0 for no effect and ±100 for the full control effect
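First, compound is pin-transferred into glyceraldehyde-3-phosphate coupling-enzyme reagent at 57.5 uM final and held 10 min at RT. Next, substrate, coupling system and AmpLite Red are added. After 20 min RT, fluorescence (525/598 nm) is read.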
Giardia killer – kills Giardia lamblia; 340,000 tested, 0.15% active; activity change, % at 7.66 µM, hits read low; Giardia lamblia trophozoite viability; in the data active = activity change below about -80%; inconclusive = between about -30% and that limit;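 also: parasites exposed to compound for two days anaerobically before the ATP read; % is scaled to controls: 0 for no effect and ±100 for the full control effect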
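Luminescence from cellular ATP indicates surviving trophozoites (100 cells/well) following 48 hrs anaerobic compound treatment at 37 deg C; signal develops 15-30 min at room temperature.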
KCNH2 WT inh – inhibitors of human wildtype KCNH2 potassium channel | Q12809 | U2OS, BacMam KCNH2, thallium flux FluxOr; hits give low values | activity change, % at 1.84 µM | 340,000 tested, 0.37% active | AID 720551;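 active = maximum activity change below -70%; inconclusive = maximum activity change between -70% and -50%; inactive = maximum activity change above -50%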; also: % is scaled to controls: 0 for no effect and ±100 for the full control effect
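U2OS cells were transduced with wild-type KCNH2 virus (2.03 x 10^8 / mL) for 4 h at room temperature, then cultured overnight at 37 C. Thallium flux was read with FluxOr dye. Rate constants were normalized to DMSO controls.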
* hit, by the source's call; ? = inconclusive; · = no result given; & = joins results of further samples; [ ] = dose if it differs, or a comment. Unless noted, calls follow the shape of the dose curve; as a rule, active = well fitted curve in the direction sought with a large enough effect; inconclusive = small, poorly fitted or top-dose-only effect, or another doubt; inactive = no such curve, though single readings can be large; an effect the other way counts as inactive or inconclusive.

SMILES	CXXC DNA block	TSHR antag	Chronic BCR inh	Tb PFK block	TCR activator	AT treatment	GALK inh	Coupling enz	Giardia killer	KCNH2 WT inh
CC(=O)c1ccc(N2CCN(c3ccnc4cc(Cl)ccc34)CC2)cc1	-1%	-14	7%	0%	-1%	7%	0%	0	2	-29
Cn1c(=O)c2sc3c(c2n(CC(=O)Nc2ccccc2)c1=O)COC(C)(C)C3	5%	8	?	-4%	-1%	-7%	4%	·	-5	-25
Cc1c(Cl)cccc1NC(=O)c1nc(C)n(-c2cc(OC(C)C)c(Cl)cc2Cl)n1	0%	5	-2%	-1%	-8%	5%	3%	-3	-9	-15
O=c1nc(Nc2ccccc2)sc2ccc([N+](=O)[O-])cc12	13%	11	6%	-4%	-3%[46.1 µM]	3%	0%	1	-14	25
COc1cc(C(=O)N(c2ccc(C)c(C)c2)C2C=CS(=O)(=O)C2)cc(OC)c1OC (stereo not drawn)	-1%	1	-6%	-3%	8%	-3%	8%	1	-12	-14
CSCCC(NC(=O)c1ccco1)C(=O)N1CCN(Cc2ccccc2)CC1 (stereo not drawn)	·	-3	-6%	-1%	5%	-1%	·	·	8	3
O=C(O)/C(=C\c1ccco1)NC(=O)c1ccccc1	3%	12	3%	0%	2%[46.1 µM]	0%	-1%	2	-8	-19
CCOc1cc(-c2cc(N)n[nH]2)cc(OCC)c1OCC	-3%	-1	-1%	1%	8%[46.1 µM]	3%	0%	0	9	-2
CSC(=NC1CCCCC1)NS(=O)(=O)c1ccccc1	11%	-12	-2%	5%	-2%&3%	7%	2%	0	-1&0	-1&-11
CC1C2CC(C(CN(C)C)/C2=N/O)C1(C)C (stereo not drawn)	-4%	8	-1%	-5%	·	1%	2%	-1	8	0
CCC(CC)NC(=O)c1cc(OC)c(OC)cc1[N+](=O)[O-]	-14%	2	2%	-2%	0%	-2%	-2%	-1	-11	-1
COc1ccccc1S(=O)(=O)Nc1cccc(-c2nnc3n2CCCCC3)c1	-12%	1	?	-1%	15%	2%	3%	3	18	6
O=C(Nc1cccc2cccnc12)c1ccc(Cl)cc1	-1%	-4	?	1%	14%	8%	2%	0	4	-5
COc1ccc2nc(NC(=O)CSc3nc(C)cc(=O)[nH]3)sc2c1	-9%	-10	5%	1%	13%	6%	-4%	9	5	-4
O=C1[C@@H]2C3C=CC(O3)[C@@H]2C(=O)N1c1ccccc1	·	5	0%	-1%	·	?	·	·	·	·
CN(C(=O)COC(=O)c1ccc(Cl)nc1)C1CCS(=O)(=O)C1 (stereo not drawn)	-4%	11	0%	0%	0%	10%	9%	-1	2	2
CCOC(=O)C1Sc2[nH]c(=O)sc2C(c2ccc(Cl)cc2)C1C(=O)OCC (stereo not drawn)	16%	-1	2%	3%	1%	-5%	-2%	6	-13	-1
Cc1ccc([N+](=O)[O-])c(OCC(=O)OCC(=O)c2ccccc2)c1	3%	-1	19%	-2%	3%[46.1 µM]	0%	0%	0	-10	-17
O=C(CCN1C(=O)/C(=C\c2cccs2)SC1=S)NC1=NCCS1	4%	-2	11%	0%	0%[46.1 µM]	-1%	5%	1	24	5
Cc1ccc2cc3cc(C(=O)N4CC(C)CC(C)C4)oc3nc2c1 (stereo not drawn)	-8%	-9	?	2%	-3%[46.1 µM]	-1%	0%	-5	11	10

The closing two compounds of the section above are carried over, then new ones follow:
SMILES	CXXC DNA block	TSHR antag	Chronic BCR inh	Tb PFK block	TCR activator	AT treatment	GALK inh	Coupling enz	Giardia killer	KCNH2 WT inh
O=C(CCN1C(=O)/C(=C\c2cccs2)SC1=S)NC1=NCCS1	4%	-2	11%	0%	0%[46.1 µM]	-1%	5%	1	24	5
Cc1ccc2cc3cc(C(=O)N4CC(C)CC(C)C4)oc3nc2c1 (stereo not drawn)	-8%	-9	?	2%	-3%[46.1 µM]	-1%	0%	-5	11	10
COc1ccc(S(=O)(=O)N2CCC(C(=O)NCc3ccccc3)CC2)cc1OC	-7%	-7	1%	2%	·	5%	0%	1	?	-13
CCOC(=O)C1=C(C)N(C)C(=S)NC1c1ccc(Cl)cc1 (stereo not drawn)	17%	-7	?	-15%	0%[46.1 µM]	1%	-1%	0	1	-24
O=C1Cc2ccccc2Sc2ccc(Cl)cc21	-9%	10	?	2%	4%	10%	4%	1	-12	2
CC(C)(C)NC(=O)Cn1cnc([N+](=O)[O-])n1	1%	20	6%	-4%	3%	1%	3%	0	-4	14
CC(=O)c1sc(-c2c(C)nc3sccn23)nc1C1CCCC1	5%	-1	-9%	6%	·	-3%	2%	5	·	·
CCc1ccc(NC(=O)C(=S)NC2CCCCC2)cc1	-6%	-10	?	-1%	·	4%	-4%	-1	-27	-2
COc1ccc(C2(C(=O)NCCCN(C)C)CCOCC2)cc1	-1%	-5	-3%	-2%	7%	9%	-4%	1	-3	0
O=C(Nc1cccnc1Cl)c1noc2c1CCc1ccccc1-2	-2%	0	?	-2%	1%	4%	-1%	2	-13	-14
COc1cccc(Nc2nc3ccccc3n2C(C)C)c1	-2%	-13	1%	2%	-3%[46.1 µM]	-9%	0%	-2	-3	10
C/C(=N\NC(=O)Nc1ccccc1)c1ccccc1	11%	3	?	-3%	-3%[46.1 µM]	1%	2%	-1	-4	5
COc1ccc(OC)c(NC(=O)C2=C(C)Nc3ncnn3C2c2cccs2)c1 (stereo not drawn)	-11%	1	-17%	2%	-3%	6%	3%	3	4	-2
O=C(Nc1ccc(N2CCOCC2)c(Cl)c1)c1ccc(-n2cnnc2)cc1	?	55	-3%	-9%	3%	12%	8%	·	-5	-19
CC(C)c1ccc2nc(SCC(=O)NCC3CCCO3)c(C#N)cc2c1 (stereo not drawn)	2%	3	9%	6%	-2%	-4%	9%	1	10	-2
Cc1ccc(-c2nc(CS(=O)CC(=O)NCc3ccco3)c(C)o2)cc1 (stereo not drawn)	-2%	-3	-2%	1%	-3%	-7%	13%	3	-13	-19
CCOC(=O)c1cncc(O)c1	9%	6	0%	3%	3%	1%	-1%	-1	6	0
COc1ccc(CCNC(=O)CN2C(=O)c3ccccc3S2(=O)=O)cc1	-3%	-18	3%	1%	-4%	-1%	-1%	0	-5	-6
COc1ccc(S(=O)(=O)N2CCCCCC2)cc1C(=O)OCC(=O)NCC(C)C	-6%	-10	3%	3%	3%	0%	0%	7	11	1
CC(C)CC(=O)Nc1nnc(S(=O)(=O)Nc2ccccc2)s1	?	-5	-4%	0%	-11%	-6%	3%	8	-5	6
FC(F)(F)c1cccc(Cn2cnc(NC(=S)NCCc3ccccc3)n2)c1	6%	3	-5%	0%	-6%	1%	-1%	2	11	-12
COC(=O)c1sc2ncccc2c1OCc1cccc(Cl)c1	7%	-8	-6%	-4%	-7%	5%	0%	-3	-9	2
Cc1ccc(NS(=O)(=O)c2cccc(C(=O)N3CCOCC3)c2)cc1	-1%	7	2%	-1%	6%	11%	4%	1	11	1
CCOC(=O)c1c(NC(=O)c2ccccc2C)sc2c1CC(C)(C)OC2	4%	-21	?	-7%	-5%	10%	0%	-3	-8	-7
Cc1[nH]c2ccccc2c1CC(=O)O	7%	6	?	-1%	0%	0%	1%	0	-7	11
CN(C1CC(C)(C)N(O)C(C)(C)C1)S(=O)(=O)CC12CCC(CC1=O)C2(C)C (stereo not drawn)	-10%	3	-3%	-1%	-1%	-1%	4%	-1	18	-3
CCOC(=O)C1C(=O)NC(N2CCOCC2)=NC1C(C)C (stereo not drawn)	-2%	10	0%	1%	·	-3%	1%	3	9	-3
NC(=O)c1ccsc1NC(=O)COC(=O)CCOc1ccccc1	-3%	-6	1%	0%	5%	5%	·	2	-1	3
O=C(CN1C(=O)c2ccccc2C1=O)N1CCN(C(=O)c2ccco2)CC1	-1%	4	0%	-7%	-1%	0%	0%	3	26	-2
CC(C)(C)c1ccc(/C=N/NC(=O)C[n+]2ccccc2)cc1	-23%	6	2%	1%	0%	3%	·	2	8	3
O=C(CN1CCN(c2ccc(O)cc2)CC1)Nc1ccc2c(c1)OCCCO2	·	-19	-8%	?	·	-6%	·	·	4	8
Cc1cccc2sc(NC(=O)C3CCN(S(=O)(=O)c4cc([N+](=O)[O-])ccc4Cl)CC3)nc12	-4%	?	?	9%	1%[46.1 µM]	-1%	1%	-2	-3	-11
CCCc1cc(=O)[nH]c(SCC(=O)c2c(C)[nH]c3ccccc23)n1	-1%	22	2%	1%	2%	4%	2%	8	23	4

Compound activity deposited in PubChem by National Center for Advancing Translational Sciences (NCATS).

This is a random part of the collection. About 1.6% of those tested had a hit in this group.
